# Compound activity: PubChem, several laboratories
# proCasp3 act = procaspase-3 (human) activation | P42574 | recombinant procaspase-3 D3A, Ac-DEVD-pNA absorbance 405 nm | activation, % at 8.5 µM | hit rate 0.11% among 330,000 | AID 463141;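 active = activation above the mean of all tested compounds plus 3 SD, cut at about 21% in these data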;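 note: 0% = DMSO alone and 100% = DMSO wells spiked with extra 5 µM PC-3 D3A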
# Target sequence (P42574 whole entry D9A/D28A/D175A): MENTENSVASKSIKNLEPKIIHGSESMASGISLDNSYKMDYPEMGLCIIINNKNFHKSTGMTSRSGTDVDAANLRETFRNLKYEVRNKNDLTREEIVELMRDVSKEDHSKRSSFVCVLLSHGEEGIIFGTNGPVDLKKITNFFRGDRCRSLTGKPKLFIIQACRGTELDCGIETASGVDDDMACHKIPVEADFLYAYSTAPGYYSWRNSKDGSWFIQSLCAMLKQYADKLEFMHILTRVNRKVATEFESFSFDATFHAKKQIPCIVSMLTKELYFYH
#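 Test system: Procaspase-3 D3A mutant, all three cleavage aspartates alanine | Dosing: Single dose, 8.5 µM nominal compound, 0.8% DMSO | Schedule: 1 h preincubation, 2 h reaction | Technique: 405 nm absorbance of p-nitroaniline, reads at 0 and 120 min | Repeats: One well per compound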
# RPL19A TOR yeast = yeast TOR pathway RPL19A-GFP modulation. S. cerevisiae RPL19A-GFP strain, flow cytometry, 3 h; hits give low values. percent response vs DMSO, % at 10 µM. hit rate 0.3% among 330,000. AID 2025;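 active = percent response vs DMSO below 50%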;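 note: median channel GFP fluorescence of the barcoded RPL19A-GFP strain; ratio of sample median GFP to plate DMSO average so 100% = DMSO; lower means less RPL19A-GFP as with rapamycin TOR inhibition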
# Yeast superoxide = yeast age-related superoxide inhibition as caloric restriction mimetic; hit rate 0.18% among 330,000; S. cerevisiae aged cells, superoxide DHE fluorescence; hits give low values; AID 2690; superoxide response (% of plate mean), % at 10 µM;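 active = superoxide response under a set limit, about three screen SD below normal, cut at about 65% in these data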;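 note: yeast aged for seven days with compound at 30 °C before DHE staining; 100% = average MFI of all compound-treated wells on the plate with controls excluded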
# LAP4-GFP MLPCN = modulators of TOR pathway LAP4-GFP in S. cerevisiae; S. cerevisiae LAP4-GFP multiplex, flow cytometry GFP, 3 h; median GFP as percent of DMSO wells; hit rate 0.34% among 320,000; GFP response vs DMSO, % at 10 µM;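 active = GFP response vs DMSO above a set limit, about the screen mean plus 3 SD, cut at about 150% in these data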
# procasp7 counter = activates human procaspase-7, counter-screen for procaspase-3 activators; P55210; recombinant procaspase-7, Ac-DEVD-pNA absorbance 405 nm; D23A/D198A/D206A triple mutant, cannot self-cleave; scale: DMSO 0, 5 µM enzyme 100; activation, % at 8.5 µM; hit rate 0.093% among 330,000;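 active = percent activation above the screen-wide mean plus 3 SD, cut at about 25% in these data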
# Target sequence (P55210 whole entry D23A/D198A/D206A): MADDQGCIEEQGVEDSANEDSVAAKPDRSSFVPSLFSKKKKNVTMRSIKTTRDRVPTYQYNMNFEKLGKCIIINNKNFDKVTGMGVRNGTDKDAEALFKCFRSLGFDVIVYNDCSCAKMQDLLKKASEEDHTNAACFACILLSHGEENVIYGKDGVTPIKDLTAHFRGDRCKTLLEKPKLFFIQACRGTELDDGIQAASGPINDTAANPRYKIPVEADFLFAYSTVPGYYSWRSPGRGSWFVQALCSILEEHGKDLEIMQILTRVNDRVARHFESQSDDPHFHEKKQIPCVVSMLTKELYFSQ
#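 Assay system: Uncleavable procaspase-7 mutant enzyme / Input: 2 µM procaspase-7 mutant as dispensed / Dosing: single nominal 8.5 µM compound dose, 0.8% DMSO final / Timing: 1 h enzyme–compound preincubation and 2 h substrate reaction, both 25 °C / Detection: p-Nitroaniline absorbance at 405 nm, read at 0 and 120 min / Replication: singlicate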
# MEP2-GFP yeast = modulators of TOR pathway MEP2-GFP in S. cerevisiae; GFP response vs DMSO, % at 10 µM; hit rate 0.51% among 330,000; S. cerevisiae MEP2-GFP strain, flow cytometry GFP, 3 h; 100% = DMSO control level;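 active = GFP response versus DMSO above a set limit, roughly screen mean plus 3 SD, cut at about 180% in these data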;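 note: median GFP fluorescence of the barcode-gated MEP2-GFP cells per well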
# AHR activator = activates the human aryl hydrocarbon receptor; hit rate 2.5% among 320,000; P35869; AID 2796; activation, % at 5 µM; AHR-responsive luciferase reporter cells, luminescence; in the data active = activation above about 47%;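 note: 0% = vehicle wells and 100% = reference agonist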
# JMJD2C inh = blocks human GASC-1 demethylase activity. Q9H3R0. GST-JMJD2C(1-420) H3K9me3 demethylation, DELFIA europium. inhibition, % at 2.35 µM. hit rate 0.069% among 330,000. AID 2099;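 active = more than half of a compound's replicate wells show inhibition beyond 50%, single wells judged on their own value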;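 note: signal counts dimethyl H3K9 product captured on neutravidin plate; 0% = median of DMSO wells and 100% = 0.3 times that DMSO median; strong numbers were not always called active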
# Target sequence (Q9H3R0 1-420 limits assumed): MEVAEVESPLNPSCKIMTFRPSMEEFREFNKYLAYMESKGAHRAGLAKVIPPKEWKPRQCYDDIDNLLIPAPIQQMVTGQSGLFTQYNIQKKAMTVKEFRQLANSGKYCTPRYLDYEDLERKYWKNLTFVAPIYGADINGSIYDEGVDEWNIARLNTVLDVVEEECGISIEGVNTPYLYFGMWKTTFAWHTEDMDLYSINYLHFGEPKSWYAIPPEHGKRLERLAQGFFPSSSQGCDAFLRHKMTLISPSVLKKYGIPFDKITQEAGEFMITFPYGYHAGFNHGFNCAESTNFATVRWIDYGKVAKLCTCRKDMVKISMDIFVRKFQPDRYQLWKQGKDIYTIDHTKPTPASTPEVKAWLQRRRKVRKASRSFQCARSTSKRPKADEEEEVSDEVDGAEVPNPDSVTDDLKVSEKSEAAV
# Starred values were filed as active, the others as inactive; x = not tested or not shown; & = joins results of further samples; [ ] = dose if it differs, or a comment. An unsorted share of the library. About 3.8% of those tested had a hit in this group.
canonical_smiles,proCasp3 act,RPL19A TOR yeast,Yeast superoxide,LAP4-GFP MLPCN,procasp7 counter,MEP2-GFP yeast,AHR activator,JMJD2C inh
CC1CC(C)CN(C(=O)c2ccc3ccccc3c2)C1 (stereo not given),12,97,96,102,2,97,-3,-25
CN(CC1CCCN(CCc2ccc(F)cc2)C1)C(=O)CCC(N)=O (stereo not given),2,102,107,85,4,102,10,-11
COc1ccc(C(=O)OCC2CC(c3ccccc3)N(C)O2)cc1 (stereo not given),3,102,95,112,-2,96,-1,-40
Cc1onc(-c2ccccc2)c1C(=O)NC(CC(=O)O)c1ccc(OC(C)C)cc1 (stereo not given),-4,97,91,95,10,102,3,5
CCN(CC(=O)NCc1cccs1)C(=O)/C=C/c1ccc(Cl)c(Cl)c1,5,92,85,97,-3,96,-3,1
Cc1ccc2cccc(SCC(=O)N3CCOCC3)c2n1,3,103,94,104,-14,104,3,-7
COc1ccc(C(CNC(=O)c2cccc(S(=O)(=O)N3CCCC(C)C3)c2)N(C)C)cc1 (stereo not given),10,99,86,99,4,95,2,-5
COc1ccc(-n2c(SC3CCOC3=O)nc3ccccc3c2=O)cc1OC (stereo not given),-4,98,103,94,8,99,-1,-1
O=C(CSc1nnc(-c2cnccn2)n1Cc1ccco1)c1ccc(Cl)c(Cl)c1,7,101,95,108,-12,104,-1,-11
CCOC(=O)CCc1c(C)nc2cc(-c3ccc(Cl)cc3)[nH]n2c1=O,3,108,89,97,-3,100,13,0
CC1C(=O)CC(c2ccccc2)NC1c1ccccc1 (stereo not given),-4,94,129,88,4,94,-1,4
Cc1cccc(C(=O)Nc2ccc(O)c3c(=O)cc(-c4ccccc4Cl)oc23)c1,0,x,x,x,1,x,3,0
CCCc1ccc(C(C)NC(=O)c2cnccn2)cc1 (stereo not given),9,98,93,99,6,100,0,1
CCOc1ccc2nc(N(CCN(CC)CC)C(=O)/C=C/c3cccs3)sc2c1,0,99,108,96,-13,103,8,-34
COc1ccc(N2CCN(C(=O)[C@@H](NC(=O)c3cc(OC)cc(OC)c3)C(C)C)CC2)cc1,-8,95,88,99,-4,106,1,-3
N=C1C(c2nc3ccccc3s2)=C(O)CN1Cc1ccco1,2,99,98,94,1,101,10,-6
CCOc1ccc(-n2c(SCC(=O)NCc3ccco3)nc3c([nH]c4ccccc43)c2=O)cc1,-2,98,90,97,8,102,11,1
COc1ccc(Cl)cc1C(=O)OCC(=O)NCc1cccs1,-5,102,107,102,8,100,2,5
CCOC(=O)c1ccccc1NC(=S)N1CCCCC1,-19,113,70,104,-20,89,4,-8
COc1ccc(C(=O)c2oc3ccc(OC)cc3c2NC(C)=O)cc1,9,95,104,105,8,98,19,6
Cc1cccc(N(C(=O)Cn2nnc3ccccc32)C(C(=O)NCc2ccco2)c2ccncc2)c1 (stereo not given),-3,101,100,99,3,103,2,-16&5
COC(=O)C1=C(C)OC(N)=C(C#N)C1c1ccc(OC)c(OC)c1OC (stereo not given),3,101,92,103,-2,100,3,3
O=C(Nc1ccc(F)cc1)c1nc[nH]c1C(=O)Nc1ccccc1[N+](=O)[O-],1,96,97,86,9,95,5,-23
CN1C(=O)Cc2cc(S(=O)(=O)Nc3ccc(Cl)cc3)ccc21,-2,97,108,107,-3,102,4,5
Cn1nccc1/C=N\NC(=O)c1ccc(Cl)cc1,-6,98,108,86,11,91,2,16

# Quoted at random: four compounds from above, in no set order.
canonical_smiles,proCasp3 act,RPL19A TOR yeast,Yeast superoxide,LAP4-GFP MLPCN,procasp7 counter,MEP2-GFP yeast,AHR activator,JMJD2C inh
O=C(Nc1ccc(F)cc1)c1nc[nH]c1C(=O)Nc1ccccc1[N+](=O)[O-],1,96,97,86,9,95,5,-23
CCOC(=O)c1ccccc1NC(=S)N1CCCCC1,-19,113,70,104,-20,89,4,-8
COc1ccc(-n2c(SC3CCOC3=O)nc3ccccc3c2=O)cc1OC (stereo not given),-4,98,103,94,8,99,-1,-1
Cc1ccc2cccc(SCC(=O)N3CCOCC3)c2n1,3,103,94,104,-14,104,3,-7

# Continued:
canonical_smiles,proCasp3 act,RPL19A TOR yeast,Yeast superoxide,LAP4-GFP MLPCN,procasp7 counter,MEP2-GFP yeast,AHR activator,JMJD2C inh
CN(C)CCCn1c(SCc2c(Cl)cccc2Cl)nnc1-c1ccncc1,-1,104,96,93,8,111,1,20
CCOc1ccccc1N1CCN(C(=O)NC2CCCCC2)CC1,3,102,113,79,-7,95,5,-21
CC(C)(C)C(=O)Nc1sc2c(c1C(=O)Nc1ccccn1)CCCC2,5,96,86,102,5,95,0,28
CC(Oc1ccc(F)cc1)C(=O)Nc1cc(S(=O)(=O)N2CCOCC2)ccc1N1CCCC1 (stereo not given),2,112,112,82,-4,86,2,28
CC(C)C(=O)N(Cc1cc(=O)[nH]c2ccccc12)c1ccccc1,4,95,92,93,2,91,10,38
O=C(NCc1ccccc1)NC12CC3CC(CC(C3)C1)C2,-19,93,84,110,6,97,3,0
CCOC(=O)C1CCN(S(=O)(=O)c2cc(C(=O)N3CCCCC3)ccc2OC)CC1,2,97,111,98,-2,100,5,54
O=C(COC(=O)Cc1ccsc1)Nc1ccc(F)cc1Cl,-3,97,94,103,3,94,-1,x
CCOC(=O)C1=C(COC(=O)c2ccc(OC(C)C)cc2)NC(=O)NC1C (stereo not given),-6,97,86,106,7,101,20,1
N#Cc1c(SCC(=O)Nc2cccc(F)c2)sc2c(O)cc(=O)[nH]c12,-1,105,84,97,-9,109,9,-15
COCCN(C(=O)CN1CCc2ccccc2C1)c1c(N)n(Cc2ccccc2)c(=O)[nH]c1=O,-2,97,87,97,1,89,7,-9
Cc1ccc(NC(=O)Nc2cccnc2)cc1NC(=O)Nc1cccnc1,-3,100,99,93,-3,98,-1,13
O=C(CCCSc1nc2ccccc2s1)NCc1ccc2c(c1)OCO2,2,96,106,90,2,93,50*,14
C[C@@]12CCC=C[C@H]1[C@H](c1ccc3ccccc3c1Br)N(Cc1ccccc1)C2=O,-6,94,81,94,-19,98,6,20
Cc1cccc(CCNC(=O)c2cccc3c2C(=O)N(C2CCCCC2)C3)c1,-3,94,119,96,6,98,6,13
Nc1ccc(OC(=O)Nc2ccc(O)cc2)cc1,-1,100,98,92,-27,104,-7,-10
O=C(NCCCNC(=O)c1cnccn1)c1ccc(Cl)cc1,4,98,106,101,9,105,0,0
Cc1cccc(N2CCN(CC(=O)N(C)Cc3ccccc3)CC2C)c1 (stereo not given),-6,102,95,105,5,107,13,-5
CC1=NN(Cc2cc(C(C)(C)C)c(O)c(C(C)(C)C)c2)C(=O)C1,-8,103,81,103,-43,105,-2,-13
O=C(CCc1ccccc1)NC(=S)Nc1ccc2c(c1)C(=O)OC2,2,102,103,90,5,102,2,-9
COc1ccc(NC(C)=O)cc1CNC(=O)COc1c(C)c(C)cc(C)c1C,4,100,105,90,-4,104,24,-3
Cc1nc(Cl)c2c(n1)NC1=C(O2)C(=O)CCC1,10,105,105,96,-10,104,4,-1
COc1ccc2c(c1)OC[C@H]1[C@H]2N2C(=O)CN(CCc3c[nH]c4ccccc34)C(=O)[C@@]2(C)[C@H]1c1ccccc1,4,92,88,90,13,86,8,-1
CC(C)NC(=O)Cn1nc(C(F)(F)F)c2c1CCC2,0,89,101,89,8,94,6,-9
O=C(Cn1c(=O)oc2ccccc21)Nc1ccccc1C(F)(F)F,-3,99,80,91,5,108,0,1

# 2 entries from above in another layout.
# Values run as follows: proCasp3 act	RPL19A TOR yeast	Yeast superoxide	LAP4-GFP MLPCN	procasp7 counter	MEP2-GFP yeast	AHR activator	JMJD2C inh
CC(C)C(=O)N(Cc1cc(=O)[nH]c2ccccc12)c1ccccc1
→ 4	95	92	93	2	91	10	38
O=C(NCc1ccccc1)NC12CC3CC(CC(C3)C1)C2
→ -19	93	84	110	6	97	3	0

# Further records
canonical_smiles,proCasp3 act,RPL19A TOR yeast,Yeast superoxide,LAP4-GFP MLPCN,procasp7 counter,MEP2-GFP yeast,AHR activator,JMJD2C inh
O=C(NNC(=O)C1CCCCC1)c1cnccn1,5,106,102,118,3,109,-1,1
CN(CC(=O)Nc1ccc2c(c1)OCO2)S(=O)(=O)c1cccs1,-3,45*[may fluoresce violet],95,74[may fluoresce violet],-9,302*[may fluoresce violet],29,-7
O=C(CCn1c(=O)oc2ccccc21)NCCN1CCc2ccccc2C1,-3,102,98,102,0,104,5,-4
Cc1ncoc1C(=O)N1CCc2c([nH]c3ccccc23)C1c1ccccc1F (stereo not given),1,98,104,98,3,97,11,6
CN(C(=O)c1ccccc1)c1nccnc1C#N,3,98,99,105,5,107,-1,5
Cn1c(SCc2ccccc2Cl)nnc1-c1cnccn1,0,103,99,105,-4,105,-1,13
COc1ccc(S(=O)(=O)N2CCCCC2)cc1NC(=O)c1cc(C)on1,0,111,110,105,-4,102,-2,-10
COc1cc(C2C(C(=O)/C=C/c3ccccc3)=C(O)C(=O)N2c2ccccn2)ccc1O (stereo not given),-5,89,115,89,-18,92,3,-7
CCc1cc2c(=O)c(-c3nc4ccccc4n3C)c(COCC(=O)O)oc2cc1O,-6,101,89,96,-12,98,19,2
CCn1c(=S)sc2c(=O)[nH]c(SCC(=O)Nc3cc(OC)ccc3OC)nc21,-5,97,105,99,7,98,3,23
COc1ccc(C2C(Oc3ccccc3)C(=O)N2c2cc(C)ccc2C)cc1OC (stereo not given),2,99,93,97,-11,103,-2,11
O=C(c1ccncc1)N1CCN(S(=O)(=O)c2cccc(F)c2)CC1,-1,93,100,99,8,102,0,5
Oc1cccc(NC(=S)Nc2cccnc2)c1,-1,102,124,115,-15,117,-1,-1
CN(CC(=O)Nc1ccccc1Br)C(=O)CN(C)C1CCCCC1,9,100,105,94,5,96,1,-1
COc1cccc(C(=O)CN2CCN(S(=O)(=O)c3ccc(Br)cc3)CC2)c1,4,101,88,105,-2,112,5,-7
O=C(CCSc1nnc2ccccn12)Nc1ccc(F)cc1,10,96,85,103,2,105,-8,-16
CCOc1ccc(NC(=O)CN2C(=O)S/C(=C/c3cccn3C)C2=O)cc1,-8,91,104,94,-18,107,-1,10
COc1ccc(S(=O)(=O)N2CCCCCC2)cc1C(=O)N(C)CC(=O)Nc1cc(C)ccc1C,x,103,122,89,x,94,x,2
Cc1cc(C[n+]2cc(Br)ccc2N)c2ncccc2c1,9,96,106,88,8,93,11,-2
Cc1cc(=O)oc2cc(OCC(=O)OCC(=O)N3CCC(C)CC3)ccc12,12,95,99,109,2,92,0,3
COc1ccc(-c2csc(NC(=O)C3=COCCO3)n2)c(OC)c1,-2,98,100,110,-6,110,20,-7
CCOC(=O)/C(C#N)=C\c1ccc(N2CCN(C/C=C/c3ccccc3)CC2)cc1,-14,90,86,92,-23,104,-1,-3
O=c1cnnc(N/N=C/c2ccc3c(c2)OCO3)[nH]1,0,111,104,97,-4,104,40,0
N/C(Cc1ccc([N+](=O)[O-])cc1)=N\OC(=O)Cc1ccccc1,3,104,95,92,6,107,-2,1
O=C(NNC(=O)c1ccc(Cn2cccn2)o1)NC12CC3CC(CC(C3)C1)C2,x,112,91,94,x,104,x,114
CN(C)S(=O)(=O)c1ccc(C(=O)OCCc2ccccc2)cc1,13,101,97,98,4,102,0,-11
